# Bioassay records: PubChem BioAssay, University of Kansas High Throughput Screening Laboratory
# mHTT CaM bind – inhibitors of human mutant huntingtin-calmodulin interaction. P42858. AlphaScreen His-mHTT/GST-CaM binding, luminescence. inhibition, % at 15 µM. 3.6% of 190,000 active;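 also: 0% = both proteins with DMSO and 100% = one protein alone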
# Pf apPOL inh – Pf-apPOL DNA polymerase inhibition. Recombinant Pf-apPOL, molecular beacon fluorescence, 1.5 h. inhibition, % at 10 µM. 0.25% of 210,000 active. AID 1794808
# The depositor's hits bear a star; · = not tested or not shown; & = joins results of further samples. Rule as the data show it: active = inhibition above about 50%; inactive = the rest.
SMILES,mHTT CaM bind,Pf apPOL inh
Cc1cc(C)c2c(Nc3csc4nc(C)cc(C)c34)csc2n1,37,-4
O=C1c2cccc([N+](=O)[O-])c2C(=O)N1c1nc(-c2ccccc2)cs1,4&7&-1,0&3&-1
O=[N+]([O-])c1ccc2nc(CSc3nc4ccccc4o3)[nH]c2c1,19&14,36&2
Cc1c(N2C(=O)CSC2c2ccccc2Cl)c(=O)n(-c2ccccc2)n1C (centres undefined),5,-4
O=C(NCC1CCN(C(=O)COc2ccccc2)CC1)C(=O)Nc1cccnc1,-3,-8
Cc1cccc(N=Cc2cc(Cl)cc(Cl)c2O)c1C,·,6
Brc1cccc(-c2cn3c(n2)sc2ccccc23)c1,-2,0
CCSc1nc(NN)c2c3c(sc2n1)CN(C)CC3,48,-12
O=C(Nc1nc(-c2ccccn2)cs1)c1ccc([N+](=O)[O-])o1,74*,-55
N#CC(c1ccco1)N1CCN(C(C#N)c2ccco2)CC1 (centres undefined),-8,-3
Cc1[nH]nc2c1C(c1ccccc1F)C(C#N)=C(N)O2 (centres undefined),-9&-1,-2&-6
Cc1cc(C)nc(N=C(NC(=O)COc2ccc(Cl)cc2)Nc2ccccc2)n1,4,16
O=C(C1CCCN(c2ncccc2-c2noc(C3CCC3)n2)C1)N1CCCCC1 (centres undefined),17,1
COc1ccc(NC(=O)C2CCc3sc(C(=O)N4CCCC4)cc3C2)cc1Cl (centres undefined),3,-2
COc1ccc(/C=C2/N=C(c3cccc(Br)c3)OC2=O)cc1OC,5,-1
Cc1nc(NC(=O)c2sc3ccccc3c2Cl)sc1C(=O)N(C)C,-4,-3
Cc1cccc(NC(=O)CN2CCC(c3nc(-c4ccccc4)no3)CC2)c1,3,1
CC(=O)c1ccc(-c2cccc([C@H]3[C@@H]4C=CCC[C@@]4(C)C(=O)N3Cc3ccccc3)c2)cc1,85*,-2
Cc1cc(N)ccc1NC(=O)c1cc2ccccc2o1,9,-7
Cn1cccc1C(=O)N1CCCC(c2nncn2Cc2ccccc2)C1 (centres undefined),5,2
CCc1cc(C2CCCN2Cc2ccc(OC)cc2)on1 (centres undefined),-2,-3
CC(=O)/C=C(\C)NC(=O)c1sc2ccccc2c1Cl,-21,-3
O=S(=O)(CC1NCc2cc(F)ccc21)NCc1ccc(F)cc1 (centres undefined),-5,-26
O=S(=O)(NCCSCc1ccc(Cl)cc1)c1ccc2c(c1)OCCO2,-5,-1
O=C(Nc1cccc(Cl)c1Cl)c1ccn[nH]1,-7,14
Cn1cccc1C(=O)C(C#N)=Cc1ccc(C#N)cc1,·,-4
COc1ccccc1CN1CCc2nc(SCc3ccc(C)cc3)[nH]c(=O)c2C1,15,0
N#Cc1ccc(Oc2ccccc2N2C(=O)c3ccc(Br)cc3C2=O)cc1,-13,-4
COc1ccc(OC)c(CN2CCN(Cc3ccccc3F)CC2)c1,6,16
COc1ccc(-c2nc3ncccn3c2Nc2ccccc2C)cc1,26,1
O=C(Nc1csc(C(F)(F)F)c1-c1ccccc1)c1ccco1,·,-5
CC(=O)N1CC=C2C(C#N)=C(N)C(C#N)(C#N)C(c3ccccc3C(F)(F)F)C2C1 (centres undefined),6,0
O=c1c2ccccc2c(-c2ccc(Cl)cc2)nn1-c1cc(N2CCNCC2)ccc1[N+](=O)[O-],98*,2
CCn1ccc(C(=O)N2CCC(Nc3cccnc3)C2)n1 (centres undefined),4,2
O=[N+]([O-])c1ccc(-c2noc(C3CCCCC3)n2)cc1,4,-7
CC1(C)C2([N+](=O)[O-])CN3CC1([N+](=O)[O-])CN(C2)C3c1ccc(Cl)cc1 (centres undefined),9,-3
N=c1c(S(=O)(=O)c2ccc(Cl)cc2)cc2c(=O)n3ccccc3nc2n1Cc1ccco1,41,-5
CCN(C)C(=O)c1csc(-c2ccc(OC(C)C)cc2)n1,1,-3
CC(C)Oc1ccc(C2CC(=O)N(c3ccccc3C(=O)O)C2=O)cc1 (centres undefined),1,0
CCCn1c(-c2ccc(Br)cc2)cn2c3c(=O)n(C)c(=O)n(C)c3nc12,8,5
COc1cc(/C=C2\C(=O)NC(=O)N(c3ccc(C)cc3)C2=O)cc(I)c1O,5,-5
CCCNC(=O)N1CC(CN(C)C)C2(CCOCC2)C1 (centres undefined),-12,1
Cn1nc(C(=O)N2CCCC2c2ccc(Cl)cc2)cc1C(F)(F)F (centres undefined),-4,-2
Cc1cc(NC(=O)CSc2ccc(-c3cccs3)nn2)no1,3,-3
O=S(=O)(Nc1ccc2c(c1)OCCO2)c1csc(-c2cc(C(F)(F)F)on2)c1,·,-1

# Arranged by length of the SMILES (largest number first): some entries from above.
SMILES,mHTT CaM bind,Pf apPOL inh
COc1ccccc1CN1CCc2nc(SCc3ccc(C)cc3)[nH]c(=O)c2C1,15,0
Cc1cc(C)c2c(Nc3csc4nc(C)cc(C)c34)csc2n1,37,-4
N#CC(c1ccco1)N1CCN(C(C#N)c2ccco2)CC1 (centres undefined),-8,-3

# (more compounds)
SMILES,mHTT CaM bind,Pf apPOL inh
O=C(C1CN(S(=O)(=O)c2ccccc2)CC12CCCCC2)N1CCOCC1 (centres undefined),-5,-2
CCc1noc(COC2CCCN(C(=O)Cc3cccnc3)C2)n1 (centres undefined),-18,-2
CC(=O)N1CCN(Cc2noc(-c3cccc(Cl)c3)n2)CC1,-2,-3
CCOC(=O)N1CCN(c2nc(-c3ccc(C)cc3)nc3ccccc23)CC1,-8,2
CCOc1ccc(CCNC(=O)C2c3ccccc3C(=O)N(C)C2c2cccs2)cc1OCC (centres undefined),17,-2
CCOc1ccc(NC(=O)CN2C(=O)C(c3ccc(C(C)(C)C)cc3)=NC2(C)C)cc1,-3,0
NC(=O)C1CCN(CC(=O)NC2CCCC2)CC1,-18,-8
O=C(NCC1CCCO1)c1cc(S(=O)(=O)N2CCc3ccccc32)ccc1F (centres undefined),1,-11
O=[N+]([O-])c1cc(Cl)ccc1N1CCN(CCO)CC1,-3,-6
Cc1nc2c(C(=O)NC3CCCC(C)C3C)cnn2c(C)c1Cc1ccccc1F (centres undefined),0,-10
CC(C)(C)NCC(=O)Nc1c2c(nc3c1CCC3)CCCC2,-1,2
CCC(C)NC(=O)C1CCN(c2ccc(Cl)c(Cl)c2)C1=O (centres undefined),-8,-4
O=C(NCc1ccc(Cl)cc1)c1csc(-c2cccnc2)n1,8,-3
Cc1ccccc1Cc1c(C)nc2c(C(=O)NCc3ccc(Cl)cc3)cnn2c1C,19,-5
CC1CC(=O)N(c2ccc(NC3CCCc4ccccc43)c([N+](=O)[O-])c2)C1=O (centres undefined),32,-24

# Whole records from above. Screens in order: mHTT CaM bind | Pf apPOL inh
# CC(=O)N1CCN(Cc2noc(-c3cccc(Cl)c3)n2)CC1 across the screens: -2 | -3
# CC1CC(=O)N(c2ccc(NC3CCCc4ccccc43)c([N+](=O)[O-])c2)C1=O (centres undefined) across the screens: 32 | -24

# Continuation:
SMILES,mHTT CaM bind,Pf apPOL inh
COc1ccc(C=CC(=O)N2CCC(C)CC2)cc1Br,9,-4
O=C(C1CCCO1)N1CCC(CCOc2cccc(F)c2)CC1 (centres undefined),4,-4
N#CC1=C2N=C(N)c3c(sc4c3CCCC4)N2C2=C(C(=O)CCC2)C1c1cccnc1 (centres undefined),45,2
O=C(CN(c1ccc([N+](=O)[O-])cc1)S(=O)(=O)c1ccccc1)NC1CCCC1,5,4
COc1ccc(Cn2c(=O)n(C(C)C)c(=O)c3oc4ccccc4c32)cc1,-23,0
O=C(C1=NNc2ccccc2S1(=O)=O)N1CCCCC1,-6,5
CCCNC(=O)c1cc(S(=O)(=O)N2CC(C)CC(C)C2)ccc1F (centres undefined),-2,-4
CCCCN1CCN(C(=O)c2cc3c(s2)CN(C2CC2)C3)CC1,8,-1
Cc1ccc(N2C(=O)CS(=O)(=O)C2c2cccc([N+](=O)[O-])c2)cc1C (centres undefined),20,2
Cc1cccc(OCC(=O)Nc2cccn3nc(C)nc23)c1,-3,-1
Cn1c(=O)c2c(ncn2CC(=O)NC2CCCCCC2)n(C)c1=O,-1,-4
Nc1ncnc2c1ncn2C1OC(CO)C2OP(=O)(O)OC21 (centres undefined),·,-6
COC(OC)c1cn(-c2ccccc2)nc1-c1ccccc1,-58,0
Cc1ccc(-c2nc3ncccc3o2)cc1NC(=O)c1cccc(Cl)c1,-4,0
Cc1c(C(=O)NC2CC2)oc2ccc(S(=O)(=O)N3CCCCCC3)cc12,14,13
O=S(=O)(c1cc(Cl)sc1Cl)n1cccc1,·,4
O=C(c1ccnc(-c2cccs2)c1)N1CCCCCC1,-4,-8
Cc1ccc(NC(=O)/C=C/c2cccc([N+](=O)[O-])c2)nc1,2,-5
CC(C)C(=O)N1CCC(CCOc2ccccc2F)CC1,11,0
COc1ccc(Cl)cc1NCc1c(C#N)c2ccccc2n1C,-3,-2
CCCCc1[nH]nc2c1C1(CCN(C)CC1)C(C#N)=C(N)O2,4,2
COc1ccc(NC(=O)c2cc3n(n2)C(C(F)(F)F)CC(c2ccco2)N3)c(OC)c1 (centres undefined),30,-2
Cn1cc(CC(=O)NCc2ccc(F)cc2Cl)c2ccccc21,11,-2
CN(C)CCCNc1c2c(nc3ccccc13)CCC2,9,-7
COc1nc(NC(C)=O)nc(C)c1Br,-2,-8
Cc1ccc(-c2cc(=O)c3ccccc3[nH]2)cc1,-1,-6
O=C1C(=Cc2c[nH]c3ccccc23)Oc2c1ccc(O)c2CN1CCCCC1,18,-17
Cc1ccnc(N2CCC(C(=O)NCC3CCN(Cc4ccc(Cl)cc4)CC3)CC2)n1,3,-4
NS(=O)(=O)c1ccc(NC(=O)c2ccc3c(c2)OCO3)cc1,·,-14
O=C(NC1CCCCC1)C1c2ccccc2C(=O)N1CCc1ccc(Cl)cc1 (centres undefined),1,-9

# Laid out differently: two of the compounds above
SMILES	mHTT CaM bind	Pf apPOL inh
COc1nc(NC(C)=O)nc(C)c1Br	-2	-8
Cc1ccc(-c2cc(=O)c3ccccc3[nH]2)cc1	-1	-6

# The listing continues.
SMILES,mHTT CaM bind,Pf apPOL inh
COc1cccc(CNC(=O)C2(C)CCCN(S(=O)(=O)c3c(C)cc(C)cc3C)C2)c1 (centres undefined),0,-2
CCc1nnc(NC(=O)C(Cc2ccccc2)N2C(=O)c3ccccc3C2=O)s1 (centres undefined),-1,-3
CC(C)C(=O)NC1CCN(C(=O)c2ccc(F)cc2)C1 (centres undefined),1,1
CC(C)CN1CCN(C(=O)C2CCN(c3cnn(C)c(=O)c3)CC2)CC1,-7,-5
COC(=O)c1cc(=O)n2c(nc3ccccc32)s1,·,-6
COc1ccc(CCNC(=O)CN(C)S(=O)(=O)c2cccs2)cc1OC,0,3
COc1ccc(-c2nc(C3CC(=O)N(c4ccccc4)C3)no2)cc1 (centres undefined),-6,-6
CCC(=O)Nc1cccc(-c2noc(C3CCN(C(=O)c4ccc(OC)cc4C)CC3)n2)c1,24,-4
O=C1CSC(c2cccs2)N1 (centres undefined),·,3
C(=Nc1cc(-c2ccccc2)nn1-c1ccccc1)c1cccnc1,50*,0
Cc1ccccc1C(=O)N1CCc2c(c(-c3nc(Cc4ccccc4)no3)nn2C)C1,5,-2
O=C(N/C(=C\c1cccs1)C(=O)N1CCCCCC1)c1cccs1,1,4
CCCNC(=O)c1cc(=O)[nH]c2ccccc12,0,-7
Cc1cccc(NC(=O)NCC(c2cccs2)N2CCOCC2)c1 (centres undefined),-17,-4
OC(C#CCN1CCOCC1)c1ccccc1 (centres undefined),1,-2

# Quoted at random: three entries already listed.
SMILES,mHTT CaM bind,Pf apPOL inh
CCCNC(=O)c1cc(=O)[nH]c2ccccc12,0,-7
CC(C)C(=O)NC1CCN(C(=O)c2ccc(F)cc2)C1 (centres undefined),1,1
CC(C)CN1CCN(C(=O)C2CCN(c3cnn(C)c(=O)c3)CC2)CC1,-7,-5

# Other compounds follow:
SMILES,mHTT CaM bind,Pf apPOL inh
CC(C)CNC(=O)C1CN(C(=O)c2ccccc2)CC1c1cccc(F)c1 (centres undefined),13,-1
CN1C(=O)S/C(=C/c2ccc(N3CCCCC3)cc2)C1=O,4,1
CC(=O)NC(=O)c1cc2cc(Cl)cc(Cl)c2oc1=Nc1ccc(F)cc1,6,-12
COc1cc(NC(=O)CCCn2nc([N+](=O)[O-])cc2C)c(OC)cc1Cl,7,-10
Cc1c(C(=O)NS(=O)(=O)c2ccccc2Cl)c(=O)n(-c2ccccc2)n1C,3,-1
CCn1c(-c2cc(NC(=O)C3CCCO3)n[nH]2)cc2ccccc21 (centres undefined),10,-1
CCOC(=O)c1cc2cc(OC)ccc2oc1=O,-5,-9
C=CCn1cc(Cl)ccc1=NC=C(C#N)C#N,-9,·
CN1C(=O)C(C(=O)O)NC1=S (centres undefined),-2,·
CN1CCN(C(=O)C2COC3(CCCCC3)N2C(=O)c2ccc(F)cc2)CC1 (centres undefined),2,1
COc1ccc(C)cc1NC(=O)N1CCN(c2ccc(-c3ccc4c(c3)OCO4)nn2)CC1,13,-3
COc1ccccc1-c1coc2cc(OC(=O)c3ccc(C)cc3)ccc2c1=O,-4,-3
CN(C)c1ccc(N)cc1C(=O)O,·,2
C=CCOC(=O)COc1ccc2c(=O)c(Oc3cccc(OC)c3)c(C(F)(F)F)oc2c1,-6,8
CCCC(=O)NC(c1ccco1)c1cc(Cl)c2cccnc2c1O (centres undefined),43,13
CN(C)S(=O)(=O)c1ccc(-c2cc(C(F)(F)F)on2)s1,·,-8
